# Screening results: PubChem BioAssay, National Center for Advancing Translational Sciences (NCATS)
# JMJD2E inh = blocks human JMJD2E demethylase activity | Potency, µM (top dose mostly 57.1 µM), for inactives: top-dose activity change, negative = inhibition, most hits filed as inhibitors | JMJD2E catalytic domain, FDH-coupled NADH fluorescence (FDH is formaldehyde dehydrogenase) | 230,000 compounds, 1.6% hits | B2RXH2 | AID 2147; active means well fitted inhibition curve with a large enough effect, not every such curve was filed as active; inconclusive means small, poorly fitted or top-dose-only effect, or another doubt; inactive means no such curve, though single readings can be large or run the other way;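 further: 0% = wells with enzyme and -100% = buffer wells without enzyme; nearly all actives have a fitted effect of over 50% in size; many of its hits are not listed in these tables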
# Target sequence (B2RXH2 1-337 limits assumed): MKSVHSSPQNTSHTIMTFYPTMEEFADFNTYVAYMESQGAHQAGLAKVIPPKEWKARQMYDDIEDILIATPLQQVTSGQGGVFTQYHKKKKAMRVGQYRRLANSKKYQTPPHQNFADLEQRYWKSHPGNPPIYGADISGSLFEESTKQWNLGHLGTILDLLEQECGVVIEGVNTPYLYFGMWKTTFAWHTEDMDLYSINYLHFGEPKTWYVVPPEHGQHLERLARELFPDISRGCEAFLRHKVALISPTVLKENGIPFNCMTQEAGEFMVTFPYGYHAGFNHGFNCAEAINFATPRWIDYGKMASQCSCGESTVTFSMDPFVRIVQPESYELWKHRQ
# ALDH1A1 block = blocks purified human ALDH1A1 activity; 220,000 compounds, 7.3% hits; Purified ALDH1A1, NADH fluorescence, propionaldehyde substrate; Potency, µM (top dose mostly 75.3 µM), without a hit: at the top dose activity, negative = inhibition, hits mostly inhibitors; active means well fitted inhibition curve with a large enough effect, not every such curve was filed as active; inconclusive means small, poorly fitted or top-dose-only effect, or another doubt; inactive means no such curve, though single readings can be large or run the other way;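 further: plate controls were no enzyme wells and a reference inhibitor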
# Luc counter = Kinase-Glo luciferase inhibition (counter-screen); Q27757; Kinase-Glo luciferase, ATP luminescence, 8 min; Potency, µM (series often up to 38.3 µM), without a hit: at the highest dose activity change, negative = inhibition, hits mostly inhibitors; 200,000 compounds, 0.28% hits; further: on the % scale 0 is the no-effect control and ±100 the full control effect; nearly all actives have a fitted effect of over 60% in size
#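 Compounds were added to a substrate mix at pH 7.2 (50 mM imidazole, 10 uM ATP, within the enzyme's linear range), followed by Kinase-Glo detection reagent; luminescence was measured after 8 minutes at ambient temperature.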
# SMN2 splice up = SMN2 splice variant enhancement. HEK293 SMN2-luciferase splicing reporter, luminescence, 30-36 h. Potency, µM (top dose mostly 46.1 µM), for the others: top-dose activity change, positive = activation, usual class: activators. 210,000 compounds, 2.8% hits. AID 1458; further: % of control where 0% means no effect; nearly all actives have a fitted effect of over 55% in size
#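 HEK293 cells carry an SMN2 minigene-luciferase reporter in which exon 7 inclusion puts luciferase in frame. Cells were seeded at 2000 cells/well, attached for 10-12 hours, then exposed to compounds for 30-36 hours at 37C before ONE-Glo luminescence.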
# RECQ1 inh = inhibitors of human RECQ1 DNA helicase. P46063. RECQ1 DNA unwinding, red fluorescence kinetic read. Potency, µM (series often up to 57.3 µM), without a hit: at the top dose activity, negative = inhibition, usual class: inhibitors. 240,000 compounds, 0.54% hits. AID 2549;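 further: plate controls were vehicle for no effect and no enzyme for full effect; nearly all actives have a fitted effect of over 30% in size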
# Target sequence (P46063 whole entry, looked up): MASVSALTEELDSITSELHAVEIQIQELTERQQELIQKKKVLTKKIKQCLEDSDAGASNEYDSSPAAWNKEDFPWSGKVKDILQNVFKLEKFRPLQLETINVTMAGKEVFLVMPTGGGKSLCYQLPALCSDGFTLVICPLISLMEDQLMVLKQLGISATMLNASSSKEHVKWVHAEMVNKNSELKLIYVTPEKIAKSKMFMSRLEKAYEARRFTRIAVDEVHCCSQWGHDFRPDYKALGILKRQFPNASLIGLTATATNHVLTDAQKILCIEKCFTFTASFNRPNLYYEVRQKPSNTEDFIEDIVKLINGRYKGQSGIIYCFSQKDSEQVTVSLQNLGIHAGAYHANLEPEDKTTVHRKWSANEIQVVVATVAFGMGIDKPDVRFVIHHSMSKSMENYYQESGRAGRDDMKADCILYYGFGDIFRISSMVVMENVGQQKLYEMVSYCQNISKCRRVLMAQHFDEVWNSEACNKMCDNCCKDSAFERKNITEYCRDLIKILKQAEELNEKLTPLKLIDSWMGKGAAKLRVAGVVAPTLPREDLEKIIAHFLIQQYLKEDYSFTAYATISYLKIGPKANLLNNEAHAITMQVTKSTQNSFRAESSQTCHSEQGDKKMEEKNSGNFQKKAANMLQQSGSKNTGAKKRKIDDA
#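 50 nM RECQ1T1 preincubated 15 min with compound in Tris pH 8.0 buffer with MgCl2, DTT, Tween-20 and 2.5 ug/ml poly(dI-dC); started with 200 nM TAMRA/BHQ-2 forked duplex and 2 mM ATP. Unwinding read as fluorescence (525/598 nm), two reads 2 h apart.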
# Tau fibril ThT = inhibitors of human tau fibril formation, thioflavin T binding. Potency, µM (top dose mostly 57.4 µM), inactives show at the highest dose activity, negative = inhibition, most hits filed as inhibitors. P10636. 270,000 compounds, 2.1% hits. AID 1460. recombinant tau K18 P301L (four-repeat tau fragment), heparin-induced fibrillization, ThT fluorescence; further: on the % scale 0 is the no-effect control and ±100 the full control effect; nearly all actives have a fitted effect of over 55% in size
# Target sequence (P10636 561-689 P618L limits assumed): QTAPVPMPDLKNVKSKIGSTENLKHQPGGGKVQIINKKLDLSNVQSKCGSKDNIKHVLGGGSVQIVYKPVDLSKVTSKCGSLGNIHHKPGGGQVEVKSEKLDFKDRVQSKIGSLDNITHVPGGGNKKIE
#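 Recombinant human tau K18 fragment […] carrying P301L, 15 uM unlabeled plus 0.24 uM Alexa 594-labeled, was fibrillized with 20 uM heparin in 100 mM sodium acetate pH 7 for 6 hr at 37 C; 30 uM ThT fluorescence read after 1 hr.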
# LMNA splice mod = changes lamin A minigene splicing in HeLa cells; HeLa LMNA splicing GFP/RFP minigene ratio, 48 h; 200,000 compounds, 0.01% hits; Potency, µM (highest dose often 46.1 µM), inactives show at the top dose ratio change, negative = inhibition, hits mostly inhibitors; active means well fitted inhibition curve with a large enough effect in the signal ratio, with a control signal flat, not every such curve was filed as active; inconclusive means small, poorly fitted or top-dose-only effect, or effect the other way, or a change in a side signal; the % refers to the signal ratio; further: on the % scale 0 is the no-effect control and ±100 the full control effect
#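 S3 HeLa stable clones carrying a lamin A-EGFP splicing minigene plus DsRed2 were seeded at 600 cells/well in Opti-MEM with 2% FBS, pin-dosed and incubated 48 h at 37°C. Acumen cytometry (488 nm) gave the GFP/RFP total-intensity ratio.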
# L3MBTL1 block = inhibitors of human L3MBTL1. Potency, µM (series often up to 57.1 µM), for inactives: top-dose activity, negative = inhibition, most hits filed as inhibitors. 230,000 compounds, 0.66% hits. AID 485360. AlphaScreen L3MBTL1–H3K9me1 peptide binding; further: on the % scale 0 is the no-effect control and ±100 the full control effect; nearly all actives have a fitted effect of over 60% in size
#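 First, the protein-peptide complex forms for 30 min at room temperature (L3MBTL1 50 nM, biotinylated H3K9me1 peptide 75 nM). Next, compounds are pin-transferred and incubated 30 min. Finally, AlphaScreen beads are added and read after 30 min.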
# * hit, by the source's call; i = inactive; ? = inconclusive; . = no result given; [ ] = dose if it differs, or a comment. Unless noted, the call rests on the fitted dose curve; in most records, active means well fitted curve in the direction sought with a large enough effect; inconclusive means small, poorly fitted or top-dose-only effect, or another doubt; inactive means no such curve, though single readings can be large; an effect the other way counts as inactive or inconclusive. Potency means the concentration at half of the fitted maximal effect.
SMILES,JMJD2E inh,ALDH1A1 block,Luc counter,SMN2 splice up,RECQ1 inh,Tau fibril ThT,LMNA splice mod,L3MBTL1 block
NC(=O)CCCC1=NS(=O)(=O)c2ccccc2N1,9%,16%,-3%,-1%,-2%,-2%,25%,3%
CN(Cc1nccn1C)C(=O)CCc1nnc(CCC2CCCCC2)o1,-1%,-1%,-3%,?,3%,-4%,?,1%
COc1ccc(-c2nc3ccccc3c(=O)n2NC(=O)c2cccnc2Cl)cc1OC,2%,5%,2%,-6%,-8%,1%,3%,12%
Cc1ccc(N2C(=O)CN=C2Nc2nc(C)cc(C)n2)cc1,7%,.,.,.,-2%,5%,.,11%
Cc1ccc(S(=O)(=O)c2cc3c(=O)n4cccc(C)c4nc3n(CC3CCCO3)c2=N)cc1 (stereo unspecified),?,?,12%,?,-3%,-7%,1%,5%
CCn1c(=O)c(C(=O)NCCNCCO)c(O)c2ccccc21,?,-1%,-3%,18%,i,-3%,-9%,.
Clc1ccc(OCc2cc(-c3ccccc3)no2)cc1Cl,7%,1%,1%,24%,-3%,?,2%,142%[activator]
CN1CCC(N(C)C(=O)CCc2nc3ccccc3n2-c2ccccc2)CC1,5%,-13%,5%,-5%,-9%,4%,?,?
Cc1ccccc1NS(=O)(=O)c1ccc2c(c1)NC(=O)CO2,-1%,1%,-2%,-12%,i,-5%,.,.
CCSc1nc2c(c(-c3ccc(C)o3)c1C#N)CCCC2,?,?,0%,-23%,-2%,-12%,?,53%[activator]
CCOc1ccccc1CNC(=O)C1CCCN(c2nc3ccccc3o2)C1 (stereo unspecified),5%,?,-1%,7%,-1%,-13%,6%,1%
O=S(=O)(c1ccccc1)c1ncc(C(F)(F)F)cc1O,?,?,3%,-6%,-8%,-2%,8%[46 µM],14%
CC(C)=CCN1CCN(Cc2cnc(N3CCOCC3)s2)CC1CCO (stereo unspecified),-13%,25µM*,-3%,.,-5%,?,.,-21%
Cc1cc(NC(=O)CSc2ncccn2)no1,0%,-2%,0%,4%,-3%,-8%,-14%,-9%
CC1CCN(CCCn2c(=S)[nH]c3ccccc3c2=O)CC1,0%,3%,-5%,12%,i,-1%,9%,.
Cc1ccnc2nc(C(=O)NC3CCCc4ccccc43)nn12 (stereo unspecified),-1%,4%,0%,9%,i,-5%,-3%[46 µM],.
CCOC(=O)C1CCN(C(=O)COc2ccc(Cl)cc2C)CC1,1%,?,2%,.,-13%,-17%,-10%,.
CCOC(=O)c1ccc(NC(=O)CN2C(=O)CSC2=O)cc1,-1%,?,2%,-9%,-8%,-11%,2%,-3%
Cc1nn(CC(=O)Nc2cccnc2)c(C)c1[N+](=O)[O-],7%,-2%,1%,17%,i,-6%,.,48%[activator]
COc1ccc(N2CCN(C(=O)COc3ccc4ccccc4c3)CC2)cc1,6%,16%,-2%,1%,-2%,-11%,3%,1%
COc1cc(/C=C/C(=O)O)ccc1OCc1ccc([N+](=O)[O-])cc1,13%,11%,2%,7%,17%,-18%,.,2%
COC(=O)[C@H](CC(C)C)NC(=O)Nc1ccc(S(N)(=O)=O)cc1,0%,.,.,.,-1%,-13%,.,-9%
Cc1nc2ccccc2cc1O,?,?,-7%,-13%,-3%,0%,3%,.
CCOC(=O)C1=C(C)N=C2SCCC(=O)N2C1c1ccc(OC)cc1 (stereo unspecified),-4%,-11%,3%,?,i,1%,0%[46 µM],6%
Cc1ccc(C(=O)COC(=O)c2cccs2)cc1,-2%,-10%,?,?,i,-10%,-3%,18%
# Next part
SMILES,JMJD2E inh,ALDH1A1 block,Luc counter,SMN2 splice up,RECQ1 inh,Tau fibril ThT,LMNA splice mod,L3MBTL1 block
Cc1cc(C)n(C(=O)CNC(=O)CCc2ccccc2)n1,-2%,5%,-5%,10%,-5%,2%,?,-3%
CCNC(=S)Nc1cccc([N+](=O)[O-])c1,5%,?,15%,-19%,-4%,?,-1%,10%
Cc1cc(C(=O)NCCN2C(=O)S/C(=C\c3cccs3)C2=O)ccc1[N+](=O)[O-],-2%,-9%,3%,6%,6%,?,?,-1%
O=C(c1cc(C(F)(F)F)cc(C(F)(F)F)c1)N1CCC2(CCN(Cc3nccs3)CC2)CC1,.,15%,-2%,-20%,-5%,.,.,.
COc1ccc(Nc2nc(N)nc(CSC(=S)N3CCC(C)CC3)n2)cc1,4%,3.2µM*,4%,-4%,0%,7%,-7%,-11%
CCN(CC)CCCNc1cc(C)nc2cc(-c3cccs3)nn12,0%,?,1%,.,-15%,?,3%[46 µM],-1%
CCc1nc2ccccc2c(NC(=O)CN2CCC(C)CC2)c1C,?,?,.,.,-5%,-15%,-6%,-3%
CCc1c(C(=O)Nc2ccc(S(=O)(=O)N3CCOCC3)cc2)csc1C,-17%,?,0%,-15%,-10%,-1%,?,?
Cc1nn(C)c(C)c1CNC(=O)Nc1ccc2c(c1)OCO2,5%,4%,0%,?,-3%,-6%,18%[46 µM],.
CC(=O)Nc1ccc2nc(C3CC3)n(Cc3ccc(Cl)cc3)c(=O)c2c1,-4%,10%,-4%,10µM*,-20%,-17%,?,.
O=C(N/N=C/c1cccs1)C(=O)N1CCCC1,3%,7%,-2%,14%,i,-1%,-5%[46 µM],1%
O=C(CSc1ccncc1)Nc1ccc(S(=O)(=O)Nc2nccs2)cc1,4%,10µM*,5%,-3%,?,-7%,2%[46 µM],?
O=C(CCNC(=O)c1ccc(Cl)cc1)Nc1c(F)c(F)cc(F)c1F,2%,-2%,0%,-10%,-3%,1%,-8%,8%
Nc1nnc(-c2ccc(Cl)cc2)s1,?,-9%,-1%,-15%,-17%,-5%,-1%,.
C1CNC(C23CC4CC(CC(C4)C2)C3)=N1,3%,7%,-1%,-7%,-24%,-4%,.,.
COc1ccccc1Nc1nc(-c2ccc3c(c2)NC(=O)CO3)cs1,-11%,?,3%,-95%[inhibitor],6%,14µM*,-28%[46 µM],-20%
O=S(=O)(Nc1nc2ccccc2nc1-[n+]1cccc(N=C([O-])c2ccc(Cl)cc2)c1)c1ccccc1,-11%,?,.,.,-8%,16µM*,.,-12%
O=C1NC(Cc2c[nH]c3ccccc23)C(=O)N1CCOc1ccccc1 (stereo unspecified),-2%,-1%,0%,0%,-8%,-3%,8%,-1%
Cc1cc(-c2nnc(CCC(=O)N(C)Cc3cccc4ccccc34)o2)no1,5%,14%,-9%,.,i,-2%,9%[46 µM],-2%
O=C(O)c1cc([N+](=O)[O-])c(N2CCCC2)c([N+](=O)[O-])c1,6%,-13%,1%,-1%,-5%,6%,5%,-29%
CC1(C)Cc2c(sc(N)c2C#N)C(C)(C)N1,-5%,-97%,1%,.,14%,1%,.,0%
O=C(CNC(=O)c1ccccc1F)N/N=C/c1cc(Br)ccc1OC(=O)/C=C/c1ccco1,?,?,-4%,-101%[inhibitor],i,-14%,?,?
CCc1nnc(N/N=C/c2ccccc2Cl)n1N,-4%,6%,4%,-5%,-15%,?,6%[0.0737 µM],-7%
CC(/C=N/NC(=O)c1ccncc1)=C\c1ccccc1,-2%,4%,-5%,-7%,i,-4%,2%,9%
CCOC(=O)c1cnc2c(c(C3CC3)nn2C)c1N1CCOCC1,-6%,0%,.,.,-8%,2%,9%[46 µM],1%

# Next section (two carried over from the part before).
SMILES,JMJD2E inh,ALDH1A1 block,Luc counter,SMN2 splice up,RECQ1 inh,Tau fibril ThT,LMNA splice mod,L3MBTL1 block
CC(/C=N/NC(=O)c1ccncc1)=C\c1ccccc1,-2%,4%,-5%,-7%,i,-4%,2%,9%
CCOC(=O)c1cnc2c(c(C3CC3)nn2C)c1N1CCOCC1,-6%,0%,.,.,-8%,2%,9%[46 µM],1%
O=C(COC(=O)[C@H](Cc1ccccc1)NC(=O)c1cccs1)Nc1ccccc1C(F)(F)F,7%,?,2%,13%,-7%,2%,-10%,13%
Cc1nc2nc(CC(=O)O)[nH]n2c(=O)c1[N+](=O)[O-],-7%,.,.,.,1%,4%,.,9%
CN(N=O)C(=O)N[C@H]1C(O)C(O)C(CO)O[C@@H]1O (stereo partly specified),0%,-4%,-5%,-15%,-13%,-1%,.,.
CC(C)[C@H]1c2ccc(F)cc2CC[C@@]1(CCN(C)CCCc1nc2ccccc2[nH]1)OC(=O)C1CC1,.,?,0%[39.9 µM],.,i,?,.,.
CCOC(=O)C(=O)N(Nc1ccc(C)cc1)c1ccc(C)cc1,-4%,.,.,.,-17%,-10%,.,-7%
COP(=O)(OC)c1nc(-c2ccccc2)oc1N1CCOCC1,?,?,-1%,-3%[1.84 µM],-5%,-6%,-4%,8%
CCc1nc(Cl)c(C#N)c2c1CCCC2,3%,5%,1%,-3%,-9%,-1%,11%,14%
CC1=C(C(=O)OCC2CCCO2)C(c2ccsc2)C2=C(CCCC2=O)N1 (stereo unspecified),?,?,-3%,-3%,-2%,-4%,.,.
Nc1cc(N)nc(SCCOc2ccccc2F)n1,?,2%,-1%,13µM*,i,6%,-11%,-20%
Cc1cc(C)c2c(CC(=O)Nc3nccs3)coc2c1,-3%,?,-3%,-3%,6%,6%,4%,10%
CN(C)S(=O)(=O)c1cccc(-c2nn(-c3ccccc3)cc2/C=C2\SC(=S)NC2=O)c1,-12%,0%,-2%,-57%[inhibitor],-7%,?,?,-16%
CC1CN(c2ccc(Cl)cc2[N+](=O)[O-])CCN1S(C)(=O)=O (stereo unspecified),?,33%[activator],2%,-20%,i,-10%,.,-9%
Cc1oc(-c2cccs2)nc1CN1CCC(CO)(CCOc2ccccc2)CC1,?,-11%,2%,-6%,i,2%,3%[46 µM],2%
Cc1cc(C)cc(NC(=O)Cc2ccc(-n3cccc3)cc2)c1,1%,7%,1%,-18%,i,2%,-3%,-13%
CC(C)(C)[C@@H]1C=C(C(=O)NC2CC2)O[C@H](OCc2ccc(CO)cc2)C1,7%,-5%,.,.,-12%,1%,.,0%
OC(CN1C2=NCCN2c2ccccc21)c1ccc2c(c1)OCO2 (stereo unspecified),3%,-12%,.,.,-1%,-1%,?,6%

# This is a subset; count on the stated rates, not on these rows.
